Bioassay records from PubChem BioAssay.
LGR2 antag: blocks bursicon-induced cAMP signaling via Drosophila LGR2; HEK293 LGR2, CRE-luciferase, bursicon-stimulated, 4 h; inhibition, % at 9.99 µM; 0.35% of 380,000 active;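 active means drop in luminescence signal, shown as inhibition above about 50% in the replicate tests, limit read from the data, passing the limit was not always enough; inconclusive means probably only some replicates passing the limit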;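 further: agonist challenge used bursicon conditioned medium at about half maximal strength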
PglD DTNB: PglD (C. jejuni) enzyme inhibition; inhibition, % at 12.5 µM; AID 602405; purified PglD enzyme, DTNB colorimetric CoA detection; 0.098% of 360,000 active; in the data active means inhibition above about 16%, passing the limit was not always enough; inconclusive means no clear call, values can overlap the other calls; further: strong numbers were not always called active
ERAP1 HTS inh: ERAP1 (human) enzyme inhibition; inhibition, % at 10.7 µM; 0.15% of 340,000 active; AID 652197; Q9NZ08; recombinant ERAP1, Leu-AMC fluorescence, 60 min;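 active means mean replicate inhibition of at least 30%, or all replicates individually reaching that 30% level; inactive means mean below 30% and not every replicate reaching it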;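 further: 0% = neutral control wells and 100% = L-leucinethiol positive control wells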
Target sequence (Q9NZ08 whole entry, looked up): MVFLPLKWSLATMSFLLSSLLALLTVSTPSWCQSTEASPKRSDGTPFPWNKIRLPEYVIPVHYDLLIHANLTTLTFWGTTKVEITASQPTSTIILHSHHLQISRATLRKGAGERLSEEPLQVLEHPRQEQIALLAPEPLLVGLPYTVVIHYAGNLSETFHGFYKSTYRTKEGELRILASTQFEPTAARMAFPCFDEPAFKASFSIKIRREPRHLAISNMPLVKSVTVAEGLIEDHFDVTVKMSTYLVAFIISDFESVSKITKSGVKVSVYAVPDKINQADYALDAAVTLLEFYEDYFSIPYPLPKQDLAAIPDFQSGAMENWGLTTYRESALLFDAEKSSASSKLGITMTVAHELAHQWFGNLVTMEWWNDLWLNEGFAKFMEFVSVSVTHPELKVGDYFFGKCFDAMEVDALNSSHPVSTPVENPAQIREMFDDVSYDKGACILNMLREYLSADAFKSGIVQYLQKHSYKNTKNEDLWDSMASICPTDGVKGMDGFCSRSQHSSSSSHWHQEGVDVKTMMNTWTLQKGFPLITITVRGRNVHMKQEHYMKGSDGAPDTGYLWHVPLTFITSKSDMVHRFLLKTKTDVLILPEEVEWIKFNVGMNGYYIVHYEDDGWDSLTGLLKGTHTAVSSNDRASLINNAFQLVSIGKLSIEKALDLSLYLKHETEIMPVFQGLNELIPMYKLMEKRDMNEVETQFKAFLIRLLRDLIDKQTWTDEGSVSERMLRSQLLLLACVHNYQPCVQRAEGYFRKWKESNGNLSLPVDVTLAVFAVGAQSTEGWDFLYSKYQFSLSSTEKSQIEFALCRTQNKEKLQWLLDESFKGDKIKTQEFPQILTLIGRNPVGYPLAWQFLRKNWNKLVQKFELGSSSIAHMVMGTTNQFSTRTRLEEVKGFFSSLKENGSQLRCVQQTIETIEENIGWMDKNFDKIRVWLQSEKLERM
EWS-Fli inh: EWS/Fli transcriptional activity inhibition. A673 NR0B1-luciferase reporter, viability-normalised. inhibition, % at 12.6 µM. 0.67% of 350,000 active;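 active means mean inhibition of at least 50% after viability correction, with every replicate also passing that limit; inconclusive means mean reaches 50% but only one of two replicates passes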;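 further: firefly luciferase signal divided by Alamar Blue viability fluorescence both relative to DMSO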
PGC1a acetyl inh: modulators of PGC1a acetylation; U2OS PGC1a acetylation, AlphaScreen anti-acetyl-lysine; with virally co-expressed GCN5 acetyltransferase; inhibition, % at 15.6 µM; 0.17% of 350,000 active;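 active means every replicate shows inhibition of at least 40%; inconclusive means mean inhibition at least 40% but some replicate below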;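 further: 0% = neutral control wells and 100% = positive control wells; some results beyond the cut were filed as inactive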
S100A4 inh HTS: blocks human S100A4 binding to myosin IIA peptide. S100A4/TAMRA-MyoIIA peptide fluorescence polarization. 0.14% of 360,000 active. AID 652163. P26447. inhibition, % at 10.7 µM;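 active means mean inhibition of at least 70% across replicates, with every replicate also reaching that level; inconclusive means mean inhibition reaches 70% but some replicates fall short; inactive means mean inhibition below 70%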
Target sequence (P26447 whole entry, looked up): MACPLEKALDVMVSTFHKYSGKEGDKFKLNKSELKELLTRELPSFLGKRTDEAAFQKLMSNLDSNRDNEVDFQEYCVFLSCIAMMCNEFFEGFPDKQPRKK
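Material: S100A4 monomer (human). Medium: Calcium-containing HEPES buffer, pH 7.2. Probe or stimulus: labelled myosin peptide probe, 5 nM. Compound dosing: one concentration per compound. Timing: polarization read 5 min after assay mix addition, stable 5–60 min. Benchmarks: DMSO as neutral control, TFP as positive control.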
FN deposit inh: fibronectin deposition inhibition. 0.086% of 350,000 active. inhibition, % at 12.6 µM. AH1F fibroblasts, Alexa488-fibronectin deposition fluorescence, overnight;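 active means mean inhibition across replicates of 30% or more, regardless of how many single replicates reach that level; inconclusive means mean under 30% yet at least half of replicates reach 30%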;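 further: positive control wells lacked labelled fibronectin entirely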
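Measured by – fluorescence 485/525 nm · System – AH1F fibroblast monolayer, labelled fibronectin deposition · Amount – 10000 cells per well · Buffer or medium – serum-reduced DMEM (2% serum) · Doses – single dose, pinned · Also added – fluorescent fibronectin at 24 nM final · Schedule – 1 h cell attachment, overnight exposure to compound and label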
PAX8 inh HTS: PAX8 transcriptional activity inhibition; RMG-I TPO-luciferase reporter, SteadyGlo, 24 h; inhibition, % at 12.6 µM; 1.2% of 360,000 active;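 active means mean replicate inhibition at least 60% with every replicate also reaching 60%; inconclusive means only one of the two criteria is met; inactive means mean below 60% and not all replicates reaching 60%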;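 further: luciferase light reporting Pax8 driven TPO promoter activity; plate controls were median of neutral control wells for no effect and mitoxantrone controls for full effect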
Starred values were filed as active, the others as inactive; ? = inconclusive; nt = not tested or not shown; & = joins results of further samples.

molecule	LGR2 antag	PglD DTNB	ERAP1 HTS inh	EWS-Fli inh	PGC1a acetyl inh	S100A4 inh HTS	FN deposit inh	PAX8 inh HTS
O=C(COC(=O)CCC(=O)c1ccc(Cl)cc1)NC1CC1	-6.0	nt	8.1	11.0	nt	3.2	nt	16.2
O=C1N=C(N2CCCCC2)S/C1=C\c1ccc(Br)cc1	-0.8	0.3	0.8	-6.4	nt	-4.9	0.1	30.6
COc1cc(/C=C/C(=O)Nc2ccc(OC)c(S(=O)(=O)N3CCOCC3)c2)ccc1OCC#N	9.0	3.6	-0.5	1.9	-23.2	-2.9	3.4	25.3
COc1cc(/C=N/O)c(Br)cc1OCC(=O)Nc1ccccc1C	-14.4	-3.1	5.8	5.6	3.6	-1.0	2.2	24.6
Cn1ccc(C(=O)Nc2ccc(Br)cc2Br)n1	-41.9	nt	nt	-92.7	nt	nt	1.8	-125.4
CC(=O)Nc1cccc(-c2ccnc3c2CC(C)(C(=O)Nc2ccc(Cl)c(C(F)(F)F)c2)O3)c1 (centres undefined)	-4.7	11.4	2.0	6.8	-15.1	-0.7	14.2	?
CC(=O)Nc1ccc(CN2CCC(Oc3ccc(C(=O)N4CCCC4)cc3)CC2)cc1	0.1	2.8	4.0	10.2	-18.4	-2.5	4.2	nt
COC(=O)C[C@@H]1CC[C@@H](NS(=O)(=O)c2ccc(OC)cc2)[C@@H](CO)O1	-0.4&-10.3	-1.0	-2.8&-1.9	-201.6&-3.8	5.1	2.1&-6.0	-1.9&4.4	-6.0&-24.9
Cc1cccc(/C=N/NC(=O)CN2CCCCCCC2)c1	2.1	-5.7	-5.5	6.3	nt	2.3	-1.4	-18.5
CC1CCCN(C(=O)Cn2c(-c3nonc3N)nc3ccccc32)C1 (centres undefined)	nt	1.9	nt	nt	-2.0	nt	7.2	-0.4
Cc1ccc(C(C(=O)NCc2ccccc2)N(Cc2cccs2)C(=O)c2ccc3c(c2)OCCO3)cc1 (centres undefined)	31.7	nt	-3.7	9.9	nt	-2.0	-4.2	44.8
CC(C)(C)c1cc(NC(=O)c2ccc(OC3CCCC3)cc2)no1	-10.7	-5.6	4.1	-36.3	7.9	-11.5	10.7	-45.4
COC(=O)[C@]12C[C@H](CC(=O)NCc3cccs3)C(=O)N(Cc3ccccc3)C1=C[C@H](C(C)C)O[C@@H]2C1CC1	12.9	nt	-2.4	2.0	nt	-5.8	-5.2	-5.0
C[C@@H]1CN([C@H](C)CO)C(=O)c2cc(NS(C)(=O)=O)ccc2O[C@@H]1CN(C)S(=O)(=O)c1ccc(Cl)cc1	-1.2	nt	nt	10.2	?	nt	-6.4	nt
c1ccc(-c2nc3ccccc3[nH]2)cc1	-40.1	-1.7	-1.0	-91.8	-0.3	0.1	-3.0	-201.2
Nc1ncnc2c1ncn2[C@@H]1O[C@H](CNC(=O)[C@@H](N)CO)[C@@H](O)[C@H]1O	-8.4	1.6	5.9	-2.8	-5.1	1.7	6.0	-7.2
CCN(C(=O)CSc1nnc(CNc2cccc(OC)c2)n1C1CCCCC1)C1CCS(=O)(=O)C1 (centres undefined)	6.5	0.4	0.1	nt	-6.1	6.7	nt	7.0
CN(Cc1ccccc1)C(=O)[C@@H]1CCCN1C(=O)[C@@H]1CCCN1C(=O)c1cccc(Cl)c1	-21.2	nt	-2.4	4.3	nt	-7.3	-2.5	2.2
CCOC(=O)c1sc(NC(C)=O)nc1C	-11.0	-2.7	-3.2	-3.6	-9.1	4.1	nt	nt
COC(=O)CCC(=O)N1CCCC(N2CCN(c3cccc(C(F)(F)F)c3)CC2)C1 (centres undefined)	-1.6	-1.5	-6.8	0.5	nt	5.9	-5.0	16.6
COc1ccc(NS(=O)(=O)c2cccc(C(=O)N3CCN(S(=O)(=O)c4ccccc4)CC3)c2)cc1	8.1	-2.2	0.0	-2.6	nt	2.2	-5.6	14.8
CN1C(=O)/C(=C\C(=O)c2cccs2)c2ccccc21	24.5	nt	0.9	41.9	-2.5	-2.3	-1.4	89.1*
O=S(=O)(Nc1nccs1)c1ccc(Br)cc1	13.0	nt	-2.9	-6.0	nt	-5.8	-5.0	8.0
CCN(C(=O)CSc1nnnn1C)C1CCS(=O)(=O)C1 (centres undefined)	10.5	1.5	-1.9	-3.9	5.2	2.0	7.3	nt
O=C(NCCC1CCCCN1S(=O)(=O)c1ccccc1)C(=O)Nc1ccc(F)cc1 (centres undefined)	-32.6	-0.6	-2.1	-10.3	nt	12.4	4.6	-39.1
CCC(=O)Nc1ccc2c(c1)C(=O)N(C)[C@H]1CC[C@H](CC(=O)O)O[C@@H]1CO2	-9.5	-1.7	-0.8	-4.6	-0.7	-1.9	-20.9	-1.0
COc1ccc2c3c(n(C)c2c1)[C@@H](CO)N(C(=O)Nc1ccc(F)cc1)CC31CCN(Cc2ccccn2)CC1	-8.3	nt	-0.1	10.7	-17.3	6.7	11.0	3.0
O=C(NCc1cccc(Cl)c1)c1ccc2c(c1)OCCO2	-35.9	0.6	-1.4	-64.1	14.2	0.6	7.4	-0.9
Cc1cccc(NC(=O)c2ccc(C(=O)c3ccccc3)o2)c1	-77.0	nt	5.1	-64.2	nt	1.4	nt	-76.7
CCOC(=O)N1CCN(C(=O)CSc2nnc(Cc3cccn3C)n2CCc2ccccc2)CC1	-22.6	1.3	nt	nt	-2.0	nt	-2.4	nt
CC(=O)c1nc2ccccc2n1S(=O)(=O)c1ccc(C)cc1	-0.7	0.0	nt	nt	-3.1	nt	-1.2	nt
CSc1nc2c(cc1C#N)CCC2	15.2	-7.6	nt	-23.7	-7.2	0.4	7.6	5.7
COc1ccccc1C#Cc1ccc2c(c1)[C@H]1[C@H](CCN1S(=O)(=O)c1cccc(C)c1)[C@@H](CO)N2	-17.8	nt	1.0	nt	20.6	-7.0	2.6	25.7
Cc1ccc(CON=C2CCN(c3ncc(C(F)(F)F)cc3Cl)CC2)cc1	nt	3.7	nt	nt	-0.4	nt	13.0	-31.3
O=c1ccc(-c2ccccc2)nn1Cc1ccc(Cl)cc1	1.7	1.1	-1.1	9.7	-0.7	?	3.7	-6.6
Cc1csc(=O)n1CC(=O)OCC(=O)c1c(N)n(C)c(=O)n(C)c1=O	4.8	1.9	-1.8	5.5	nt	-0.7	-7.3	-9.2
Cc1ccccc1CSCC(=O)Nc1c(C)n(C)n(-c2ccccc2)c1=O	17.5	nt	0.0	-5.3	nt	0.3	nt	12.7
COc1ccc(OC)c(NC(=O)c2ccc(NC3=NC4CS(=O)(=O)CC4S3)cc2)c1 (centres undefined)	2.0	2.6	3.0	-3.8	-14.9	0.6	5.3	-1.7
CC(C)NC(=O)C1(C)CSCC(=O)N1CCOc1ccccc1 (centres undefined)	3.5	nt	-1.1	-6.9	nt	2.5	-5.6	1.8
COc1ccc(NC(=O)Nc2ccc3c(c2)[C@H]2C[C@@H](CC(=O)N4CCN(C)CC4)O[C@@H](CO)[C@H]2O3)cc1	10.2	2.2	0.1	-7.0	-1.3	12.5	nt	-12.5
CSCC[C@H](NC(=O)OC(C)(C)C)C(=O)NCC1CCC(C(=O)O)CC1 (some centres undefined)	0.5	-3.0	0.6	-3.6	5.1	-14.3	0.8	4.3
CC1(C)CC(N(Cc2ccccc2)C(=O)Cc2ccccc2)CCO1 (centres undefined)	nt	2.1	-0.3	5.1	nt	6.9	-3.9	7.7
C[C@@H](O)C#Cc1ccc([C@@H]2[C@H]3CN(C(=O)c4cccc(F)c4)CCCCN3[C@H]2CO)cc1	-10.8	5.6	nt	-2.7	0.8	nt	nt	-1.2
Cc1ccccc1Nc1c(-c2ccc(N3CCOCC3)cc2)nc2ncccn12	-24.5	nt	nt	-13.3	nt	-0.8	12.5	5.0
Cc1ccc(S(=O)(=O)Nc2ccc(Cl)cc2)cc1NC(=O)c1cc2c(s1)CCCC2	-1.0	-0.4	nt	nt	nt	nt	4.7	21.9
Cc1ccc(S(=O)(=O)Nc2ccccc2C(=O)N2CCCC2)cc1	-2.2	0.0	0.4	nt	32.1	-3.6	nt	18.5
CC(=O)c1ccc(Sc2ccccc2N)c([N+](=O)[O-])c1	-17.6	-4.8	nt	6.8	3.4	-1.3	2.1	-1.4
C[C@@H]1CCCCO[C@@H](CN(C)C(=O)Nc2ccc3c(c2)OCO3)[C@H](C)CN([C@H](C)CO)C(=O)c2cc(NS(=O)(=O)c3ccc(Cl)cc3)ccc2O1	16.2	4.7	-7.2	7.6	-14.2	-0.5	0.5	58.5
Cc1noc(C)c1NC(=O)Nc1ccc2c(c1)CC(=O)N([C@@H](C)CO)C[C@@H](C)[C@@H](CN(C)C(=O)Nc1cccc3ccccc13)O2	-13.8&3.6	-1.1	3.6	6.4	1.2	-4.6	5.4	6.7
CC(=O)Nc1ccc(C(=O)NC2CCSc3ccccc32)cc1 (centres undefined)	0.0	2.0	0.1	nt	2.0	0.0	nt	-27.4
O=C(C1CCCC1)N1[C@@H](CO)[C@@H](c2ccccc2)C12CN(Cc1ccc(F)cc1)C2	-11.6	nt	-1.9	5.5	-4.6	6.3	-0.7	-3.0
CCOc1ccc(CCNC(=O)COC(=O)c2cc(=O)[nH]c3ccccc23)cc1OCC	-2.2	-2.5	2.0	-3.1	6.4	-20.4	2.2	-7.1
COc1ccccc1/C=C(\NC(=O)c1ccc(OC)c(OC)c1)C(=O)Nc1cc([N+](=O)[O-])ccc1C	-1.0	nt	0.7	-14.7	nt	-3.7	-0.5	1.1
COc1cc(/C=N/NC(=S)NCCN2CCOCC2)ccc1O	-6.6	-3.9	nt	nt	-0.6	nt	1.9	-4.5
O=C(COc1ccccc1Cl)N1N=C(c2cccs2)CC1c1ccco1 (centres undefined)	-6.8	2.9	1.2	-12.2	1.9	-23.3	7.6	-8.8
CCN(CC)C(=O)CSc1nc2ccccc2c(=O)n1CCC(=O)NCCc1ccc(OC)c(OC)c1	-11.7	0.9	-0.3	8.2	0.8	-3.7	3.3	6.4

Next section
molecule	LGR2 antag	PglD DTNB	ERAP1 HTS inh	EWS-Fli inh	PGC1a acetyl inh	S100A4 inh HTS	FN deposit inh	PAX8 inh HTS
COc1cccc(-n2cc(CNC(=O)C3CCC(=O)N(C4CC4)C3)cn2)c1 (centres undefined)	4.7	2.6	1.6	5.3	7.4	-4.3	3.8	7.4
O=C(C[C@H]1C=C[C@@H](NC(=O)C2CC2)[C@H](CO)O1)Nc1ccccc1	7.8	-0.7	-0.6	10.4	3.1	1.7	nt	3.2
CCOC(=O)C1=C(C)N(C[C@@H]2CC[C@@H](Cc3ccc(-c4ccccc4)cc3)O2)C(=O)NC1c1ccc([N+](=O)[O-])cc1 (some centres undefined)	-3.0	3.2	1.7	-8.7	nt	-5.1	nt	-20.0
CCC(C)NC(=O)c1ccc2c(SCC(=O)O)c3c(nc2c1)CCCC3 (centres undefined)	-0.3	-1.7	nt	nt	?	nt	3.2	-2.3
